Assay outcomes (PubChem)
Tau fluor counter = counter-screen for tau fibril formation inhibitors; AID 1463; 280,000 tested, 0.93% active; Potency, µM (top dose mostly 57.7 µM), for inactives: at the top dose activity change, negative = decrease; tau K18 P301L (four-repeat tau fragment) Alexa594 fluorescence, heparin fibrillization; further: on the % scale 0 is the no-effect control and ±100 the full control effect; nearly all actives have a fitted effect of over 55% in size
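Human K18 P301L tau (15 uM unlabeled plus 0.24 uM Alexa 594-labeled, final) in 100 mM sodium acetate pH 7 was mixed with compound and 20 uM heparin and incubated 6 hr at 37 C.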
Epigenetic reg = derepresses silenced GFP reporter in murine cells | murine LDR cells, GFP reporter derepression, 30 h | Potency, µM (titrated, usually from 53.9 µM), inactives show at the top dose GFP activation, usual class: activators | 280,000 tested, 0.2% active | AID 1865; further: % of control where 0% means no effect; nearly all actives have a fitted effect of over 60% in size
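Murine LDR cells carrying a silenced, genomically integrated CMV-driven GFP reporter were exposed to compound for 30 hours at 37 C. After PBS washes, GFP-positive cells (20–120 um objects) were counted by laser-scanning microplate cytometry.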
GAA glycogen = GAA glycogen-cleavage inhibition or activation | P10253 | recombinant GAA, glycogen substrate, Amplex Red glucose oxidase fluorescence | Potency, µM (series often up to 76.4 µM), inactives show at the highest dose activity change, negative = inhibition, hits mostly inhibitors | 300,000 tested, 0.38% active;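 further: 0% = full enzyme reaction and -100% = no-enzyme basal signal; the screen sought inhibitors and activators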
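Natural-substrate format: glycogen cleavage by 4 nM human enzyme, glucose read by Amplex Red coupling (Ex 573, Em 610 nm). Normalized to enzyme and no-enzyme controls.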
The depositor's hits bear a star; ? = inconclusive; & = joins results of further samples; [ ] = another dose, or the depositor's remark. The call rests on the fitted dose curve; in most records, active means well fitted curve in the direction sought with a large enough effect; inconclusive means small, poorly fitted or top-dose-only effect, or another doubt; inactive means no such curve, though single readings can be large; an effect the other way counts as inactive or inconclusive. Potency means the concentration at half of the fitted maximal effect. These rows are one share of the data; the hit share may differ from the screen's.

SMILES	Tau fluor counter	Epigenetic reg	GAA glycogen
O=C(NC1CCCCC1)c1ccc2c(c1)sc1nc(-c3ccccc3)cn12	1%	0.8%	3%[76.3 µM]
O=C(CCC(=O)OCC(=O)c1ccc(Cl)cc1)Nc1ccc(Oc2ccccc2)cc1	-5%	-1.1%	-21%[76.3 µM]
CN(Cc1ccccc1)C(=O)c1ccc(CSc2nc3cccnc3n2Cc2ccccc2F)cc1	-5%	0.8%	3%[76.3 µM]
Cc1ncc(CO)c2c1Oc1nc(-c3ccccc3F)nc(SCC(=O)N3CCCCC3)c1C2	3%	2.1%	0%[76.3 µM]
COc1c(C)cccc1C(=O)Nc1cccc2ccc(C)nc12	-27%	0.6%	9%[76.3 µM]
CCOc1ccc(C(=O)NCCSc2c(C)[nH]c3ccccc23)cc1OCC	14µM*[quencher]	3.8%	-15%[76.3 µM]
COc1ccc(CNC(=O)C(C)Sc2nc(-c3ccccc3)cc(C(F)(F)F)n2)cc1 (centres undefined)	-13%	1.0%	13%[76.3 µM]
Cc1ccc(CNC(=O)c2nc(SCc3ccccc3F)ncc2Cl)cc1	-18%	5.3%	3%[76.3 µM]
Cc1cn2c(=O)cc(COc3cccc(NC(=O)c4ccccc4Cl)c3)nc2s1	-9%	15%	5%[76.3 µM]
CSc1ccc(CCNC(=O)CCc2c(C)nc3ncnn3c2C)cc1	-5%	-1.1%	18%[76.3 µM]
COc1ccc(CNC(=O)c2cc3c(=O)n4cccc(C)c4nc3s2)cc1	-10%	-0.9%	0%[76.3 µM]
Cc1cccn2c(=O)c3cc(C#N)c(=O)n(-c4nnc(SCc5ccc(Cl)cc5)s4)c3nc12	?	1.9%	-2%[76.3 µM]
Cc1ccc(Cn2c(=O)n(CCc3ccccc3)c(=O)c3c(C)c(C)sc32)cc1	-13%	0.8%	12%[76.3 µM]
Cc1nc(SCC(=O)Nc2ccc(C)c(Cl)c2)cc(-c2ccccc2)n1	-29%	-2.4%	-9%[76.3 µM]
CCOC(=O)c1cc(NC(=O)c2ccc(Cl)cc2)c(=O)n2c1oc1ccccc12	-25%	-0.1%	14%[76.3 µM]
Cc1cccc(-c2noc(CN(C(C)C)S(=O)(=O)c3ccc(Br)cc3)n2)c1	?	-1.9%	8%[76.3 µM]
CCOc1ccc(C(=O)Nc2nnc(S(=O)(=O)N(CC)c3ccccc3C)s2)cc1	?	?	4%[76.3 µM]
N#C/C(=C\c1ccc(OCc2ccc(Cl)cc2Cl)cc1)c1nc2ccccc2[nH]1	-27%	?	-2%[76.3 µM]
COc1ccccc1-c1noc(-c2ccc(N3CCN(C)CC3)c([N+](=O)[O-])c2)n1	-6%	-4.5%	-5%[76.3 µM]
CCOC(=O)c1cnc2ccc(OCC)cc2c1NCCc1ccc(OC)c(OC)c1	-16%	-1.1%	-14%[76.3 µM]
COc1ccc(NC(=O)C2CCCN(S(=O)(=O)c3ccc4[nH]c(=O)ccc4c3)C2)cc1OC (centres undefined)	-7%	7.0%	-2%&1%[76.3 µM]
Cc1cc(C)cc(NC(=O)CCCN2C(=O)COc3ccc(C)cc32)c1	-24%	4.0%	13%[76.3 µM]
O=C(NC1CCCC1)c1ccc2c(c1)N(Cc1c(F)cccc1Cl)C(=O)c1ccccc1S2	-7%	1.5%	-7%[76.3 µM]
c1ccc(-c2cc3ncc4c(n3n2)-c2ccccc2OC4)cc1	-23%	7.5%	-9%[76.3 µM]
COc1ccc(C)cc1NC(=O)COc1cc(=O)n(C)c2ccccc12	-1%	3.3%	13%[76.3 µM]
O=S(=O)(c1ccccc1)c1nnn2c1nc(NC1CCCCC1)c1sccc12	-5%	2.8%	23%[76.3 µM]
Cn1c(=O)n(C)c2cc(N3CCOCC3)c(NC(=O)c3ccccc3Br)cc21	-16%	1.3%	5%[76.3 µM]
CCSc1ncc(Cl)c(C(=O)Nc2nc3ccc(OC)cc3s2)n1	-16%	0.3%	0%[76.3 µM]
CN(Cc1ccccc1)C(=O)c1ccc(CSc2nc3cccnc3n2Cc2ccccc2)cc1	-11%	-1.2%	-12%[76.3 µM]
O=C(Cc1csc2ccccc12)NCc1ccc(F)cc1	-19%	0.3%	-1%[76.3 µM]
Cn1c(=O)nc2n(-c3ccc(Br)cc3)c3cccc(Cl)c3cc-2c1=O	-13%	-1.0%	13%[76.3 µM]
CC1=C(C(=O)Nc2ccc(Cl)cc2)C(C(C)C)n2nc(SCc3cccc(C)c3)nc2N1 (centres undefined)	-3%	-1.8%	6%[76.3 µM]
O=C(CSCn1nnc2c(=O)[nH]c(Cc3ccc(F)cc3)nc21)Nc1ccccc1	-7%	0.8%	14%[76.3 µM]
COc1ccccc1NC(=O)CCN1CCC(C(N)=O)CC1	3%	-0.8%	-3%[76.3 µM]
Cc1ccc(-n2c3nc(=O)n(C)c(=O)c-3cc3c(Cl)cccc32)c(C)c1	-11%	-1.7%	?
CCc1ccc(S(=O)(=O)c2cn(C)c3cc(N4CCC(C)CC4)c(F)cc3c2=O)cc1	8%	0.0%	-8%[76.3 µM]
Cc1ccccc1Cn1c2ccccc2c2cnn(CC(=O)NC(C)CCc3ccccc3)c(=O)c21 (centres undefined)	-12%	-0.4%	-13%[76.3 µM]
CCOC(=O)c1c(-c2ccc(OC)c(OC)c2)csc1NC(=O)c1ccc(F)cc1	-13%	-1.0%	11%[76.3 µM]
Cc1cccc(-n2c(=O)c3c(c4cc(C)ccc4n3C)n(CC(=O)Nc3ccccc3C(F)(F)F)c2=O)c1	-4%	-2.3%	-11%[76.3 µM]
Cc1nc2ccc(S(=O)(=O)CCC(=O)Nc3ccccc3C)cc2s1	2%	7.2%	17%[76.3 µM]

Part of the list above, with two lines to a compound:
Screens in order: Tau fluor counter, Epigenetic reg, GAA glycogen
CCSc1ncc(Cl)c(C(=O)Nc2nc3ccc(OC)cc3s2)n1
    -16%, 0.3%, 0%[76.3 µM]
CN(Cc1ccccc1)C(=O)c1ccc(CSc2nc3cccnc3n2Cc2ccccc2)cc1
    -11%, -1.2%, -12%[76.3 µM]
O=C(Cc1csc2ccccc12)NCc1ccc(F)cc1
    -19%, 0.3%, -1%[76.3 µM]
Cn1c(=O)nc2n(-c3ccc(Br)cc3)c3cccc(Cl)c3cc-2c1=O
    -13%, -1.0%, 13%[76.3 µM]
CC1=C(C(=O)Nc2ccc(Cl)cc2)C(C(C)C)n2nc(SCc3cccc(C)c3)nc2N1 (centres undefined)
    -3%, -1.8%, 6%[76.3 µM]
O=C(CSCn1nnc2c(=O)[nH]c(Cc3ccc(F)cc3)nc21)Nc1ccccc1
    -7%, 0.8%, 14%[76.3 µM]
COc1ccccc1NC(=O)CCN1CCC(C(N)=O)CC1
    3%, -0.8%, -3%[76.3 µM]
Cc1ccc(-n2c3nc(=O)n(C)c(=O)c-3cc3c(Cl)cccc32)c(C)c1
    -11%, -1.7%, ?
CCc1ccc(S(=O)(=O)c2cn(C)c3cc(N4CCC(C)CC4)c(F)cc3c2=O)cc1
    8%, 0.0%, -8%[76.3 µM]
Cc1ccccc1Cn1c2ccccc2c2cnn(CC(=O)NC(C)CCc3ccccc3)c(=O)c21 (centres undefined)
    -12%, -0.4%, -13%[76.3 µM]

Additional results
SMILES	Tau fluor counter	Epigenetic reg	GAA glycogen
COc1cccc(OCc2cc(=O)n3c(-c4ccccc4)csc3n2)c1	-7%	1.8%	5%[76.3 µM]
CCOC(=O)c1ccc(NC(=O)/C(C#N)=C/c2ccc(OC)cc2)cc1	1%	3.2%	4%[76.3 µM]
COc1cccc(N2CCN(C(=O)Cn3c(-c4cccs4)cc4ccccc43)CC2)c1	-14%	-1.2%	-4%[76.3 µM]
CCc1ccccc1NC(=O)CSc1nc2c(c(=O)[nH]1)CN(Cc1ccccc1OC)CC2	-18%	-0.6%	-2%[76.3 µM]
Cc1ccc(Cl)cc1N1CCN(C(=O)c2cc(S(=O)(=O)N3CCCC3)cn2C)CC1	7%	0.0%	-10%[76.3 µM]
Cc1ccc(S(=O)(=O)c2nnn3c2nc(NCc2cccs2)c2sccc23)cc1C	?	8.0%	-6%[76.3 µM]
CCC1=Nc2cc(C(=O)NCCN(CC)CC)ccc2Sc2ccccc21	-24%	-1.0%	11%[76.3 µM]
CCOc1ccc(C2c3c(-c4cc(C)ccc4O)n[nH]c3C(=O)N2Cc2cccnc2)cc1OCC (centres undefined)	-13%	0.0%	-5%[76.3 µM]
CCOC(=O)c1sc(NC(=O)c2cc(CC)on2)c(C(=O)OCC)c1C	-4%	-1.8%	9%[76.3 µM]
CC(C)CN(CC(C)C)c1nc(-c2ccc(Cl)cc2)nc2ccccc12	-10%	1.3%	12%[76.3 µM]
COc1ccc(NC(=O)CSc2nncn3c2cc2oc(C)cc23)cc1OC	-21%	4.8%	2%[76.3 µM]
COc1cc(NC(=O)Cn2cnc3c2c(=O)n(C)c(=O)n3C)c(OC)cc1Cl	-13%	0.3%	16%[76.3 µM]
COc1ccc(NC(=O)CCCN2C(=O)C(c3ccccc3)Oc3cccnc32)cc1OC (centres undefined)	-19%	-2.0%	-6%[76.3 µM]
CCOc1ccc(NC(=O)Cn2cc(C(=O)c3ccc(C)cc3)c(=O)c3cc4c(cc32)OCCO4)cc1	-27%	-0.5%	-9%[76.3 µM]
CC(NC(=O)c1ccc2c(c1)CCN2S(=O)(=O)c1ccc(Cl)cc1)c1ccccc1 (centres undefined)	-22%	-3.3%	-7%[76.3 µM]
COC(=O)c1c(-c2cccs2)csc1NC(=O)c1cc(OC)c(OC)c(OC)c1	-20%	2.4%	5%[76.3 µM]
COc1ccc(-c2cn3nc(N4CCC(C(=O)Nc5cc(Cl)ccc5C)CC4)sc3n2)cc1	2%	-0.4%	10%[76.3 µM]
CCOC(=O)c1[nH]c2c(c1Cc1ccccc1OC)C(=O)CC(c1ccc(OCC)cc1)C2 (centres undefined)	-18%	8.1%	-6%[76.3 µM]
Cc1cccc(NC(=O)N2CCC(CN3CCOCC3)CC2)c1C	-2%	-2.5%	-6%[76.3 µM]
CCOc1ccc(NC(=O)c2cnn3c2NC(c2ccccc2)=CC3c2cccc(OC)c2OC)cc1 (centres undefined)	?	0.0%	-10%[76.3 µM]
O=C(c1cccc(Cl)c1)N(Cc1ccco1)Cc1ccccc1Cl	-20%	5.6%	-5%[76.3 µM]
CCc1ccccc1Nc1cc(C(=O)NCc2ccc(C)cc2)c2ccccc2n1	-25%	-1.3%	-20%[76.3 µM]
O=C(CSc1nc(-c2ccc(F)cc2)cc(C(F)(F)F)n1)NCCc1ccccc1	-22%	-1.0%	-25%[76.3 µM]
COc1ccccc1CNS(=O)(=O)c1ccc2c(c1)CC(C)N2C(C)=O (centres undefined)	-1%	-1.2%	12%[76.3 µM]
CC(C)(C)C(=O)NC1(C(F)(F)F)C(=O)Nc2c1c(=O)[nH]c(=O)n2-c1ccccc1 (centres undefined)	-11%	0.8%	-4%[76.3 µM]
Cc1ccc(C(=O)Nc2ccc(-c3cn4cccnc4n3)cc2)cc1C	-3%	-0.7%	7%[76.3 µM]
Cc1c(C(=O)NCc2ccccc2)sc2nc3n(c(=O)c12)CCC3	?	1.4%	-17%[76.3 µM]
Cc1ccc2oc(=O)c3cc(C(=O)NCCc4ccc(Cl)cc4)sc3c2c1	0%	-1.1%	-7%[76.3 µM]
CCOc1ccc(CCNC(=O)c2oc(=O)c3ccccc3c2-c2ccc(C)cc2)cc1OCC	-19%	1.6%	5%[76.3 µM]
Cc1c(C(=O)N2CCOCC2)oc2c1-c1nn(CC(=O)NCc3cccc(F)c3)cc1CC2	-3%	5.6%	-21%[76.3 µM]
O=C(NCc1ccco1)C1CCN(C(=O)N2CCOc3ccccc32)CC1	5µM*[quencher]	2.2%	9%[76.3 µM]
COc1cc(OC)cc(-c2nc3n(n2)C(c2ccccc2)C(C(N)=O)=C(C)N3)c1 (centres undefined)	-1%	-1.8%	-9%[76.3 µM]
CCC(=O)N1CCc2cc(Br)cc(S(=O)(=O)N3CCCC(C(=O)Nc4cccc(F)c4)C3)c21 (centres undefined)	-30%	-0.9%	-11%[76.3 µM]
COc1ccc(NS(=O)(=O)c2cc3c(cc2C)NC(=O)CO3)c(OC)c1	-14%	0.0%	15%&3%[76.3 µM]
COc1cc(CNc2ccc3[nH]c(=O)[nH]c3c2)cc(Cl)c1OCc1ccccc1F	?	2.4%	-29%[76.3 µM]
O=C(CCS(=O)(=O)c1cc(Br)cc2c1N(C(=O)C1CC1)CC2)Nc1ccc(Br)cc1F	-7%	17%	17%[76.3 µM]
COc1ccc(-n2c(-c3ccco3)nc3c(cnn3-c3ccc(Cl)cc3)c2=O)cc1	-23%	15%	-16%[76.3 µM]
CC(C)Oc1ccc(C(=O)N2CCCCC2CCN2CCCCC2)cc1 (centres undefined)	4%	4.6%	13%[76.3 µM]
O=C(CCCn1c(=O)c2cccn2c2ccc(F)cc21)NCc1ccc(Cl)cc1	-5%	0.8%	16%[76.3 µM]
CC(C)COc1ccc(C(=O)N2CCCCC2CCN2CCCCC2)cc1 (centres undefined)	0%	9.2%	-8%[76.3 µM]
